M1 PAM parental: M1 PAM counterscreen hit in parental CHO-K1 cells; ATP EC20, Fluo-8 calcium fluorescence; 0% at ATP EC20, 100% at ATP max; activation, % at 3 µM; 360,000 compounds, 0.02% hits;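 active = activation above the run cutoff, the mean activation of all test compounds plus 3 SD, cut at about 40% in these data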;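 also: peak over basal fluorescence ratio in a 140 s read after ATP addition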
CHRM1 agonist: agonists of human M1 muscarinic receptor; 360,000 compounds, 0.33% hits; activation, % at 3 µM; CHO-K1 hM1, Fluo-8 calcium fluorescence, agonist mode; 0% DMSO, 100% acetylcholine EC100; P11229;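 active = activation above the run's mean compound activation plus 3 SD, cut at about 16% in these data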;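 also: peak over basal fluorescence ratio within a 140 s kinetic read after compound addition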
Target sequence (P11229 whole entry, looked up): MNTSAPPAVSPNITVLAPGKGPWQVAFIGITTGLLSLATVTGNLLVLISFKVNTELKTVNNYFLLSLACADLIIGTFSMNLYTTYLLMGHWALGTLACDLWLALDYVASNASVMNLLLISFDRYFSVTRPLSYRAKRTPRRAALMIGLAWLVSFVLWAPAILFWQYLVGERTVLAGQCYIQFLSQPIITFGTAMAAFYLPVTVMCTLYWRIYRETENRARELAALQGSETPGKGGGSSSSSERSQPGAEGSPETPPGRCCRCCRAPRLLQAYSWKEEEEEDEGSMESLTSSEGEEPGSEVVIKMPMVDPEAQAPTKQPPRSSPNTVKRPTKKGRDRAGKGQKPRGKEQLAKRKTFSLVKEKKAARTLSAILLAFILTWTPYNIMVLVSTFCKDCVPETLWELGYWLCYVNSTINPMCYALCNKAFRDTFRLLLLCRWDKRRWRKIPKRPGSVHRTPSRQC
CHO-K1 Ca antag: nonselective inhibitor or artifact in parental CHO-K1 cells; ATP-induced calcium, Fluo-8 fluorescence; AID 602250; inhibition, % at 3 µM; 360,000 compounds, 0.6% hits;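 active = inhibition above a per-plate cutoff, the plate's mean sample inhibition plus 3 SD, cut at about 24% in these data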;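 also: 0% = DMSO plus EC80 ATP and 100% = DMSO alone without ATP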
CHO parental Ca: counter-screen: ATP calcium response change in parental CHO cells | parental CHO-K1, ATP-induced calcium, Fluo-8 fluorescence | inhibition, % at 5.6 µM | 330,000 compounds, 0.63% hits | AID 463079;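 active = inhibition above that plate's mean sample inhibition plus 3 SD, cut at about 26% in these data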;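 also: 0% = ATP-challenged DMSO wells and 100% = DMSO wells without ATP; some compounds past the cut are filed as inactive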
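material = parental CHO cells | also added = ATP as calcium-mobilizing challenge | dosing = single point at 5.6 µM | detection = intracellular calcium via Fluo-8 no-wash fluorescent dye | read-out = % inhibition | benchmarks = low control ATP plus DMSO, high control DMSO only | repeats = one well per compound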
CHO-K1 Ca ag: M1 agonist counterscreen hit in parental CHO-K1 cells; 360,000 compounds, 0.48% hits; Fluo-8 calcium fluorescence; scaled to maximal ATP response, vehicle zero; activation, % at 3 µM; in the data active = activation above about 15%;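 also: untransfected CHO-K1 host cells lacking M1 receptor as counterscreen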
M1 antag: blocks human M1 muscarinic receptor. CHO-K1 hM1, Fluo-8 calcium fluorescence, ACh EC80 antagonist. inhibition, % at 3 µM. AID 588852. 360,000 compounds, 1.3% hits. P11229;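 active = percent inhibition above its own plate's cutoff, namely the mean of that plate's compound wells plus 3 SD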;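 also: peak over basal fluorescence ratio during 140 s after agonist addition; 0% = ACh EC80 plus DMSO and 100% = DMSO alone without agonist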
M1 PAM: human CHRM1 positive allosteric modulation; P11229; CHO-K1 hM1, Fluo-8 calcium fluorescence, ACh EC20; 0% = ACh EC20, 100% = maximal ACh; activation, % at 3 µM; 360,000 compounds, 0.088% hits; AID 588819; in the data active = activation above about 19%, passing the limit was not always enough
TAAR1 ag: agonists of human TAAR1 | Q96RJ0 | CHO RD-HGA16 TAAR1, Fluo-8 calcium fluorescence; vehicle wells 0%, saturating PEA agonist 100% | activation, % at 3 µM | 360,000 compounds, 0.99% hits;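 active = activation above the mean activation of all test compounds in the run plus 3 SD, cut at about 38% in these data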
Target sequence (Q96RJ0 whole entry, looked up): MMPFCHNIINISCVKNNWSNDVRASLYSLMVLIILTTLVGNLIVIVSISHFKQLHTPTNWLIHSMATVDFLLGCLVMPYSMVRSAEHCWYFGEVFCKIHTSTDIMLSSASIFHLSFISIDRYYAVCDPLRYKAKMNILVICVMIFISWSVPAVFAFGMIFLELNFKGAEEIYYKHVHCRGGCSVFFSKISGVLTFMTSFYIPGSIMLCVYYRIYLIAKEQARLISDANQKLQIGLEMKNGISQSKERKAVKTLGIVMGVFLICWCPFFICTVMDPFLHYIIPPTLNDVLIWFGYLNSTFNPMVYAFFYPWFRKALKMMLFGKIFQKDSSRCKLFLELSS
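Assay system: CHO-derived RD-HGA16 cells with stable Gα16 and human TAAR1; timing: 17-24 h seeding, 75 min 37 °C dye, 30 min RT; read-out: % activation from peak over basal fluorescence ratio, DMSO-to-PEA scaled; measured by: kinetic Fluo-8 calcium fluorescence; benchmarks: low control DMSO, high control PEA (EC100); doses: 3 µM single concentration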
TAAR1 antagonist: human TAAR1 antagonism. Q96RJ0. CHO RD-HGA16 TAAR1, Fluo-8 calcium fluorescence, antagonist. inhibition, % at 3 µM. 360,000 compounds, 1.5% hits. AID 624466;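 active = inhibition above a per-plate cutoff, the mean inhibition of test compounds on that plate plus 3 SD, cut at about 49% in these data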;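 also: 0% = DMSO plus EC80 beta-PEA response and 100% = DMSO alone without agonist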
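Test system – hTAAR1-expressing CHO RD-HGA16 cells, Gα16-coupled · Also added – β-PEA at EC80 concentration, post-compound challenge · Compound – 3 µM, single point · Incubation – dye loading 75 min at 37 °C, then 30 min room temperature · Measured by – Fluo-8 intracellular calcium dye fluorescence, real-time kinetic reads · Benchmarks – vehicle and agonist controls · Replicates – singlicate, one well per test compound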
Active calls of the source: *; nt = no result given.

SMILES	M1 PAM parental	CHRM1 agonist	CHO-K1 Ca antag	CHO parental Ca	CHO-K1 Ca ag	M1 antag	M1 PAM	TAAR1 ag	TAAR1 antagonist
CC(C)N1CCC(N2CCN(Cc3ccc(C#CC(C)(C)O)s3)CC2CCO)CC1 (stereo not drawn)	-7	-7	10	-4	-0.3	0	3	2	-14
Cc1ccc(NC(=O)CCn2c(=O)[nH]c3ccsc3c2=O)cc1F	2	-4	-11	-11	0.6	-3	1	6	22
CC(=O)[C@@]1(O)CCC2C3CC[C@H]4C[C@@H](O)CC[C@]4(C)C3CC[C@@]21C (stereo partly drawn)	0	0	-3	1	0.6	4	0	4	-17
O=S(=O)(Nc1cccc(S(=O)(=O)N2CCCC2)c1)c1cccc(Br)c1	6	-3	7	-27	0.6	-5	7	0	12
Cc1nn(CC(=O)NC(C)c2ccccc2)c(C)c1[N+](=O)[O-] (stereo not drawn)	8	-3	-17	-5	1.9	-2	5	1	-22
CCOC(=O)C(C)Oc1cccc2c(=O)n(CC(=O)NCc3ccc4c(c3)OCO4)ccc12 (stereo not drawn)	11	4	-4	-11	1.2	-10	13	0	-3
CCC(=O)N1CCc2cc(Br)cc(S(=O)(=O)NCCN3CCCCC3C)c21 (stereo not drawn)	-5	-6	-3	-14	0.1	13	-4	0	-4
Cc1n[nH]c(C)c1NC(=O)c1cc([N+](=O)[O-])ccc1Cl	21	0	-9	3	0.3	2	-1	2	3
CC(C)c1ccc(/C=N/NC(=O)c2ccccn2)cc1	-8	-3	1	-14	0.0	-9	5	0	20
CCCCn1cnc2sc(-c3ccccc3)cc2c1=O	25	-4	-12	-19	0.5	-17	2	12	-14
O=C1C=C(NCc2ccccc2)C2(CCCCC2)O1	-2	-5	3	1	0.4	-5	7	5	-4
CC(C)C[C@H]1CN([C@@H](CC(C)C)CN2CCC[C@H]2CN2C(=O)C(=O)NC[C@@H]2Cc2ccccc2)C(=O)C(=O)N1CCc1ccccc1	-3	nt	2	nt	0.3	nt	nt	0	-15
Cc1cccc(CS(=O)(=O)c2nnc([C@H](Cc3ccccc3)NC(=O)OC(C)(C)C)o2)c1	-5	-9	1	67*	2.0	9	-4	nt	nt
O=C(NCc1ccco1)c1ccc2c(=O)n(-c3ccccc3)c(=S)[nH]c2c1	9	-4	-2	8	0.1	-3	3	4	4
CSc1nc2ccc(NC(=O)C3CC(=O)N(Cc4ccco4)C3)cc2s1 (stereo not drawn)	-7	-5	17	-8	0.2	3	-2	16	8
COc1ccc(S(=O)(=O)Nc2cccc(-c3ccc4nncn4n3)c2)c(OC)c1	14	-3	-2	-7	1.1	1	4	1	9
COc1ccc(NC(=O)C(NC(C)=O)C(=O)NCc2ccccc2)cc1 (stereo not drawn)	19	-1	-12	5	0.8	-38	4	1	13
Cn1c(=O)c(C(=O)COc2ccc(C#N)cc2)c(N)n(Cc2ccccc2)c1=O	2	28*	-6	13	34*	9	-6	119*	50*
Cc1cccc(Nc2nc(NCc3ccco3)nc(N3CCOCC3)n2)c1	-1	-6	13	-9	5.0	-4	5	6	-11
O=c1/c(=C/c2ccccn2)sc2n1CN(c1ccccc1)CN=2	12	-3	-1	-4	0.0	-6	8	5	0
CN=C1S/C(=C\c2ccc(OCC(=O)OC)c(OC)c2)C(=O)N1C	17	-3	-10	-15	0.3	-6	4	2	-13
Cc1ccc(N(CC(=O)N2CCN(c3ccc(F)cc3)CC2)S(=O)(=O)c2c(C)nn(C)c2C)cc1	6	-9	1	-8	0.5	-15	14	-1	5
CCCCC1=CC2=C(c3ccco3)C(=O)C(C)(OC(=O)c3ccc(OC)cc3)C(=O)C2=CN1CCc1ccccn1 (stereo not drawn)	16	-7	-20	-24	1.3	-13	11	9	-2
COc1ccc(-c2noc(CCC(=O)N3CCN(c4ccccc4C(F)(F)F)CC3)n2)cc1	27	-3	-16	-15	4.8	2	-5	5	65*
Cc1cc(C(=O)OCC(=O)Nc2cc(Cl)ccc2C)c(C)o1	-2	-4	-5	-24	0.0	5	-3	-2	-5

Going on with the list.
SMILES	M1 PAM parental	CHRM1 agonist	CHO-K1 Ca antag	CHO parental Ca	CHO-K1 Ca ag	M1 antag	M1 PAM	TAAR1 ag	TAAR1 antagonist
Cc1ccc(C(=O)CCC2CCCC2=O)cc1 (stereo not drawn)	-7	-5	7	4	-0.6	5	2	3	16
Cc1ccc(C)c(CN2CCSCC2)c1	2	-6	-10	2	0.4	-5	2	1	0
COc1ccc(NS(=O)(=O)c2c(C)[nH]c(=O)[nH]c2=O)c(OC)c1	23	-2	-3	-8	0.6	-5	10	2	1
CCSc1ccccc1C(=O)Nc1ccc(S(=O)(=O)NC(C)=O)cc1	18	-6	-8	17	0.4	-11	17	0	2
O=C(CO/N=C/c1ccccc1OC(F)F)NC1CCCC1	-4	-6	-2	1	0.1	4	2	11	0
Cc1cc(C)nc(/N=C(\NC(=O)C(C)(C)C)Nc2ccc(F)cc2)n1	-9	-2	-3	-12	1.2	1	1	0	-31
CCCCN(C(=O)c1cc(OC)c(OC)c(OC)c1)C1=CC2CCC(C1)N2C (stereo not drawn)	16	-4	-14	-20	0.4	-30	0	1	-12
O=[N+]([O-])c1cc(/C=N/n2c(-c3cccnc3)n[nH]c2=S)ccc1Cl	9	-13	-2	1	0.5	-7	3	3	-29
CCOC(=O)CN1NC2(CCC(C(C)(C)C)CC2)NC1=S (stereo not drawn)	6	2	5	-6	-0.3	-28	20	5	3
C[C@H](NC(=O)c1nc[nH]c1C(=O)N[C@@H](Cc1ccccc1)C(=O)OC(C)(C)C)C(=O)OCc1ccccc1	1	-9	-8	-28	0.6	10	-8	-1	34
O=C(Nc1cccc(C(F)(F)F)c1)c1ccc2nc(N3C(=O)CCC3=O)sc2c1	16	-2	-8	1	0.4	0	6	12	6
CCNc1nc(NCC)n2c(SC(C(=O)Nc3cc(C)ccc3OC)c3ccccc3)nnc2n1 (stereo not drawn)	20	11	-5	-30	0.1	-4	5	0	-31
O=c1[nH]c(=S)[nH]c2c1[C@H](CCc1cccc(Cl)c1)O[C@H](C1CC1)C2	24	nt	-21	nt	1.4	nt	nt	3	-12
COc1ccccc1-n1c(SCC(=O)Nc2cccc(S(N)(=O)=O)c2)nc2ccccc2c1=O	10	-9	-9	-22	0.4	-3	14	6	-12
O=S(=O)(NCc1cn2ccsc2n1)c1ccc2c(c1)OCCO2	17	2	3	-9	0.9	-19	13	3	-18
Nc1nc(N=Nc2ccc(O)cc2)cc(=O)[nH]1	-11	-2	-2	nt	0.3	-8	6	2	-11
CCOc1ccc(CCNC(=O)c2cnc(C)cn2)cc1OCC	-9	-2	-5	-5	0.5	-12	15	0	-13
CCN(CC)S(=O)(=O)c1cccc(-c2nnc(SCC(=O)c3ccc(Cl)s3)n2C)c1	10	-5	-2	-28	0.8	2	-2	13	4
COc1ccc(-c2csc(NC(=O)c3cc(=O)c4ccccc4o3)n2)cc1OC	8	-3	-8	-10	2.9	4	2	8	31
O=C1C=C(c2cc(C(F)(F)F)cc(C(F)(F)F)c2)C[C@@H](c2ccc(Cl)cc2)C1	8	-8	-6	-42	1.5	1	-4	-1	-11
CCOC(=O)N1CCN(C(=O)c2cc3n(n2)C(C(F)(F)F)CC(c2ccc4c(c2)OCO4)N3)CC1 (stereo not drawn)	-4	-2	-4	-10	2.4	-1	6	3	-22
Cc1nc2c(-c3ccccc3)c(C)nn2c(N)c1-c1ccccc1	14	-5	-7	-17	0.9	5	-3	13	19
C=CCSc1nc(C)c(CCC(C)C)c(=O)[nH]1	9	-7	-9	-20	-0.6	-2	5	2	-6
COCCN1Cc2cccc(C(=O)N3CCN(c4ccccc4)CC3)c2C1=O	17	-3	-4	-8	0.0	-6	9	1	4
CCc1ccccc1-n1c(SCC(=O)N2CCCC2)nnc1-c1ccccn1	14	-2	-4	-9	0.8	-7	6	12	-6

Next section:
SMILES	M1 PAM parental	CHRM1 agonist	CHO-K1 Ca antag	CHO parental Ca	CHO-K1 Ca ag	M1 antag	M1 PAM	TAAR1 ag	TAAR1 antagonist
NS(=O)(=O)c1ccc(CCNCc2cc(Br)ccc2OCc2ccccc2)cc1	8	-9	10	14	8.8	6	-7	14	45
CCCCCC(=O)Nc1cc(S(=O)(=O)N2CCCCC2)ccc1N1CCCCC1	15	-2	-4	nt	-0.6	-9	5	3	-13
O=C(O)c1ccc(NC(=O)c2ccccc2Br)c(NC(=O)c2ccccc2Br)c1	-4	-1	-2	3	0.3	-8	2	-1	10
Cc1cc(NC(=O)c2c(C)noc2C)no1	8	-1	3	-7	4.9	12	-6	0	-11
O=[N+]([O-])c1ccccc1Nc1ccccc1	12	-4	-15	-5	-0.2	-2	3	12	5
O=C(O)CCCC(=O)N1CCN(c2ncccn2)CC1	19	-3	-10	-5	0.9	-4	3	0	-5
O=C(CNC(=O)c1ccc(Br)o1)NCC1CCCCC1	16	-1	-7	-21	0.8	-8	15	1	1
CCC1Nc2ncnc(N3CCN(c4ccccc4)CC3)c2N(Cc2ccc(Br)cc2)C1=O (stereo not drawn)	6	-10	-4	-21	0.2	1	-4	9	-4
O=C(CCc1ccccc1)N1CCN(S(=O)(=O)c2cccs2)CC1	10	-4	-6	0	1.3	5	-1	2	-34
Cn1c(Cc2ccccc2)n[nH]c1=S	10	-3	0	-7	-0.1	-7	8	3	-8
COc1ccc(C(=O)/C=C/C(=O)N(CC(=O)NC2CCCCC2)Cc2cccs2)c(O)c1	16	2	2	-24	8.7	13	5	36	33
CC(C)Oc1ccccc1NC(=O)CSc1nc2ccccc2c(=O)n1C	18	2	-8	nt	7.2	20	-16	7	25
CC1CCc2sc(C(=O)Nc3ccc(N4CCOCC4)cc3)cc2C1 (stereo not drawn)	11	-4	-4	-15	1.6	-8	5	1	13
COCCNC(=O)c1cc(S(=O)(=O)N2CCOCC2)ccc1SCc1cccc(OC)c1OC	-18	-4	1	-2	0.0	-4	6	8	-16
CSCCNC(=O)C1(C)CCN1C(=O)CCc1ccccc1 (stereo not drawn)	7	-3	-8	nt	0.3	-6	7	5	-28

Entries shown so far that contain a tert-butyl group (4):
SMILES	M1 PAM parental	CHRM1 agonist	CHO-K1 Ca antag	CHO parental Ca	CHO-K1 Ca ag	M1 antag	M1 PAM	TAAR1 ag	TAAR1 antagonist
Cc1cccc(CS(=O)(=O)c2nnc([C@H](Cc3ccccc3)NC(=O)OC(C)(C)C)o2)c1	-5	-9	1	67*	2.0	9	-4	nt	nt
Cc1cc(C)nc(/N=C(\NC(=O)C(C)(C)C)Nc2ccc(F)cc2)n1	-9	-2	-3	-12	1.2	1	1	0	-31
CCOC(=O)CN1NC2(CCC(C(C)(C)C)CC2)NC1=S (stereo not drawn)	6	2	5	-6	-0.3	-28	20	5	3
C[C@H](NC(=O)c1nc[nH]c1C(=O)N[C@@H](Cc1ccccc1)C(=O)OC(C)(C)C)C(=O)OCc1ccccc1	1	-9	-8	-28	0.6	10	-8	-1	34

Screening data deposited in PubChem by The Scripps Research Institute Molecular Screening Center.

Rows were taken by chance. About 4.4% of those tested had a hit in this group.
